SRC1 TRFRET art – counter-screen for PPARgamma SRC-1 recruitment agonists: TR-FRET artefact | TR-FRET detection artefact counter-screen, emission ratio; hits give high values | TR-FRET ratio at 8 µM | 0.34% of 99,000 active; in the data active = TR-FRET ratio above about 2300; note: inactives centre near 1800; reference of the scale not given here
SRC3 TRFRET art – TR-FRET artefact, counter-screen to PPARgamma/SRC-3 agonist assay; PPARgamma/SRC-3 format; hits give high values; TR-FRET ratio at 8 µM; 0.39% of 99,000 active; AID 1048; in the data active = TR-FRET ratio above about 2000; note: inactives centre near 1600; reference of the scale not given here
* = called active by the depositor.

`COc1ccc(Br)cc1C(=O)Nc1ccc(C(=O)O)cc1` gave SRC1 TRFRET art 1982 and SRC3 TRFRET art 1739.
Screening O=C(CSc1nnc(SCc2cccc3ccccc23)s1)Nc1ccc(C(=O)O)cc1 returned SRC1 TRFRET art 1822 and SRC3 TRFRET art 1476.
Screening CCOc1ncccc1C(=O)OCC(=O)N1CCc2ccccc21 returned SRC1 TRFRET art 1976 and SRC3 TRFRET art 1516.
`Cc1ccc(-n2cccn2)c(CN2CCCC(CNC(=O)c3ccc(F)cc3)C2)c1` (stereo unspecified) gave SRC1 TRFRET art 1624 and SRC3 TRFRET art 1364.
For c1csc(CSc2nc3ccccc3s2)c1 the results were SRC1 TRFRET art 1635 and SRC3 TRFRET art 1576.
`O=C(NCC1CCCO1)c1cccc(Oc2ccc([N+](=O)[O-])cc2Cl)c1` (stereo unspecified) gave SRC1 TRFRET art 1905 and SRC3 TRFRET art 1352.
For CC(Nc1nc(N2CCOCC2)nc2ccccc12)c1ccccc1 (stereo unspecified) the results were SRC1 TRFRET art 1867 and SRC3 TRFRET art 1662.
For CCOc1ccc2nc(C)cc(Nc3cccc([N+](=O)[O-])c3)c2c1 the results were SRC1 TRFRET art 1608 and SRC3 TRFRET art 1388.
Screening COc1ccc(C)cc1S(=O)(=O)N(CC(=O)Nc1cccc([N+](=O)[O-])c1)c1ccccc1 returned SRC1 TRFRET art 1801 and SRC3 TRFRET art 1602.
CC1CCc2c(C(=O)NCc3ccccn3)csc2C1 (stereo unspecified) was read as SRC1 TRFRET art 1717 and SRC3 TRFRET art 1684.
COc1cc(C(=O)NC(C)c2cnn(-c3ccccc3C)c2C)cc(OC)c1OC (stereo unspecified) was read as SRC1 TRFRET art 1719 and SRC3 TRFRET art 1548.
For C/C(CC(=O)NC1CCCCC1)=N\NC(=O)c1ccccn1 the results were SRC1 TRFRET art 1636 and SRC3 TRFRET art 1435.
`COc1cc(C2C(N3C(=O)c4ccccc4C3=O)C(=O)N2c2ccc(C)c(C)c2)cc(OC)c1OC` (stereo unspecified) gave SRC1 TRFRET art 1848 and SRC3 TRFRET art 1586.
`Cc1ccsc1C1C(C#N)=C(N)OC2=C1C(=O)CCC2` (stereo unspecified) gave SRC1 TRFRET art 2037 and SRC3 TRFRET art 1617.
`O=C1C2C(c3ccccc3)C=CC(c3ccccc3)C2C(=O)N1c1ccccn1` (stereo unspecified) gave SRC1 TRFRET art 1932 and SRC3 TRFRET art 1777.
`COc1ccc(OC)c(C2C=C(C34CC5CC(CC(C5)C3)C4)NC(=S)N2)c1` (stereo unspecified) gave SRC1 TRFRET art 2034 and SRC3 TRFRET art 1586.
CCC(=O)Nc1ccc(C(=O)NCCCn2ccnc2)cc1 was read as SRC1 TRFRET art 1665 and SRC3 TRFRET art 1446.
CCn1c(=S)[nH]c2scc(-c3cccs3)c2c1=O was read as SRC1 TRFRET art 3314* and SRC3 TRFRET art 2804*.
`C=CCOC(=O)c1c(C)nc2cc3c(cc2c1C)OCO3` gave SRC1 TRFRET art 1839 and SRC3 TRFRET art 1782.
Screening CC1CC(C)C[N+](=C2C=C(N3CCCC3)CC(C)(C)C2)C1 (stereo unspecified) returned SRC1 TRFRET art 1801 and SRC3 TRFRET art 1457.

Compounds listed so far containing a COOH group, in the order listed:
`COc1ccc(Br)cc1C(=O)Nc1ccc(C(=O)O)cc1` gave SRC1 TRFRET art 1982 and SRC3 TRFRET art 1739.
Screening O=C(CSc1nnc(SCc2cccc3ccccc23)s1)Nc1ccc(C(=O)O)cc1 returned SRC1 TRFRET art 1822 and SRC3 TRFRET art 1476.

Carrying on.
Screening COc1ccccc1CNc1nc(S(=O)(=O)c2ccccc2)c(Cl)s1 returned SRC1 TRFRET art 1793 and SRC3 TRFRET art 1573.
For COc1ccc(CCNC(=O)C(=O)NCc2cccs2)cc1OC the results were SRC1 TRFRET art 1878 and SRC3 TRFRET art 1574.
For CC1(C)C2CCC(C2)C1(C)NC(=O)CNCC1CCCCC1 (stereo unspecified) the results were SRC1 TRFRET art 1866 and SRC3 TRFRET art 1658.
For COc1ccc(CNC(=O)CSc2ncnc3ccccc23)cc1OC the results were SRC1 TRFRET art 1385 and SRC3 TRFRET art 1494.
For CN(CCC#N)C(=O)COC(=O)c1c2c(nc3ccccc13)/C(=C/c1ccco1)CC2 the results were SRC1 TRFRET art 1911 and SRC3 TRFRET art 1680.
For O=C(CC1C(=O)NCCN1Cc1c(F)cccc1Cl)NCCCn1ccnc1 (stereo unspecified) the results were SRC1 TRFRET art 1485 and SRC3 TRFRET art 1470.
`C/C(=C\C(=O)c1ccccc1)Nc1ccc2c(c1)OCO2` gave SRC1 TRFRET art 1764 and SRC3 TRFRET art 1733.
For COc1ccc(C(=O)C2CCCN(Cc3cccn3-c3nccs3)C2)cc1F (stereo unspecified) the results were SRC1 TRFRET art 1707 and SRC3 TRFRET art 1636.
`CCCCc1ccc(C2C3=C(CC(C)(C)CC3=O)NC3=C2C(=O)c2ccccc23)cc1` (stereo unspecified) gave SRC1 TRFRET art 1745 and SRC3 TRFRET art 1620.
`CN(C[C@@H](CC1CCCCC1)N(C[C@H](Cc1ccccc1)N(CCc1ccccc1)N=O)N=O)N=O` gave SRC1 TRFRET art 1850 and SRC3 TRFRET art 1415.
For Cc1ccc(OCC(=O)N(Cc2ccccc2)c2ccccn2)cc1 the results were SRC1 TRFRET art 2018 and SRC3 TRFRET art 1598.
O=C(CNC(=O)c1ccccc1)NCC(=O)OCc1ccccc1Cl was read as SRC1 TRFRET art 2035 and SRC3 TRFRET art 1759.
Cc1ccc(C)n1-c1ncc(Br)cn1 was read as SRC1 TRFRET art 1440 and SRC3 TRFRET art 1510.
Cc1ccccc1NC(=O)CCCSc1nc2ccccc2s1 was read as SRC1 TRFRET art 1962 and SRC3 TRFRET art 1585.
For CCCCCCCCCC(=O)OCC(O)CO (stereo unspecified) the results were SRC1 TRFRET art 1650 and SRC3 TRFRET art 1559.
COc1ccc(C(=O)C[n+]2ccccc2C)cc1 was read as SRC1 TRFRET art 1669 and SRC3 TRFRET art 1544.
For COC(=O)Cc1ccc(NC(=S)N2CCN(c3ccc(OC)cc3)CC2)cc1 the results were SRC1 TRFRET art 1752 and SRC3 TRFRET art 1486.
For C=CCSc1nnc(CNC(=O)c2ccc(Cl)cc2)n1CC the results were SRC1 TRFRET art 1877 and SRC3 TRFRET art 1575.
CC(C)c1ccc(NC(=O)COc2ccccn2)cc1 was read as SRC1 TRFRET art 1987 and SRC3 TRFRET art 1838.
`COc1cc(CN2CCNC(=O)C2CC(=O)N2CCCCO2)cc(OC)c1` (stereo unspecified) gave SRC1 TRFRET art 1676 and SRC3 TRFRET art 1700.
`CCOC(=O)CCCNc1ccc([N+](=O)[O-])cc1[N+](=O)[O-]` gave SRC1 TRFRET art 1705 and SRC3 TRFRET art 1523.
CCn1cc(-c2ccnc3cc(C(=O)O)nn23)c(C)n1 was read as SRC1 TRFRET art 1761 and SRC3 TRFRET art 1624.
O=C(NNC(=O)C1C2CCC(C2)C1C(=O)O)c1cccc(Cl)c1 (stereo unspecified) was read as SRC1 TRFRET art 2072 and SRC3 TRFRET art 1676.
Screening Cc1c(C=O)n(C)n(-c2ccccc2)c1=O returned SRC1 TRFRET art 1946 and SRC3 TRFRET art 1646.
`CC(C)CCN1CCN(Cc2ccc(C#CC(C)(C)O)s2)CC1CCO` (stereo unspecified) gave SRC1 TRFRET art 1800 and SRC3 TRFRET art 1473.
`Cc1cc2nc(CCl)cc(=O)n2[nH]1` gave SRC1 TRFRET art 1670 and SRC3 TRFRET art 1397.
`CC(C)CCN1C(=O)c2ccc(C(=O)Nc3c[nH]c(=O)[nH]c3=O)cc2C1=O` gave SRC1 TRFRET art 1714 and SRC3 TRFRET art 1464.
For CC(=O)C(/C=N/c1cc(-c2ccc(C)cc2)nn1-c1ccccc1)=C(\C)O the results were SRC1 TRFRET art 1773 and SRC3 TRFRET art 1377.
Screening CCOC(=O)C1(CCCc2ccccc2)CCN(Cc2cnc(C)s2)CC1 returned SRC1 TRFRET art 1745 and SRC3 TRFRET art 1715.
Screening CC1(C)CC(N2CCCC2)=CC(=[N+]2CCCCCC2)C1 returned SRC1 TRFRET art 1745 and SRC3 TRFRET art 1412.
CCC(C)N(C)C1CCN(C(=S)Nc2cccc(SC)c2)CC1 (stereo unspecified) was read as SRC1 TRFRET art 1818 and SRC3 TRFRET art 1781.
COc1ccccc1NC(=O)CSc1nc(N)c(C#N)cc1C#N was read as SRC1 TRFRET art 2020 and SRC3 TRFRET art 1513.
For O=C(CSc1nc2ccccc2[nH]1)NCCCn1ccnc1 the results were SRC1 TRFRET art 1791 and SRC3 TRFRET art 1669.
For CCCCN=C1CC(C)(C)CC(=O)/C1=C(/O)CCCN1C(=O)c2ccccc2C1=O the results were SRC1 TRFRET art 1676 and SRC3 TRFRET art 1409.
For CCn1c(SCC(=O)O)nnc1-c1ccc2[nH]c(C)c(C)c2c1 the results were SRC1 TRFRET art 1704 and SRC3 TRFRET art 1689.
`Cn1cc(CN2CCCC(CNC(=O)c3ccc4c(c3)OCO4)C2)c2ccccc21` (stereo unspecified) gave SRC1 TRFRET art 1804 and SRC3 TRFRET art 1396.
For COc1ccc(C2CC(=O)c3sc(NC(C)=O)nc3C2)cc1 (stereo unspecified) the results were SRC1 TRFRET art 2009 and SRC3 TRFRET art 1547.
For O=C(NNC(=O)c1ccncc1)Nc1cccc([N+](=O)[O-])c1 the results were SRC1 TRFRET art 1916 and SRC3 TRFRET art 1429.
Screening CCc1ccc(CNCc2ccc(F)cc2)cc1 returned SRC1 TRFRET art 1996 and SRC3 TRFRET art 1652.
For CC(=O)c1ccc(NC(=O)CSc2ccsc2[N+](=O)[O-])cc1 the results were SRC1 TRFRET art 1710 and SRC3 TRFRET art 1451.

Reprinted from the entries so far for reference:
`CCOC(=O)CCCNc1ccc([N+](=O)[O-])cc1[N+](=O)[O-]` gave SRC1 TRFRET art 1705 and SRC3 TRFRET art 1523.
CCn1cc(-c2ccnc3cc(C(=O)O)nn23)c(C)n1 was read as SRC1 TRFRET art 1761 and SRC3 TRFRET art 1624.
O=C(NNC(=O)C1C2CCC(C2)C1C(=O)O)c1cccc(Cl)c1 (stereo unspecified) was read as SRC1 TRFRET art 2072 and SRC3 TRFRET art 1676.
Screening Cc1c(C=O)n(C)n(-c2ccccc2)c1=O returned SRC1 TRFRET art 1946 and SRC3 TRFRET art 1646.
`CC(C)CCN1CCN(Cc2ccc(C#CC(C)(C)O)s2)CC1CCO` (stereo unspecified) gave SRC1 TRFRET art 1800 and SRC3 TRFRET art 1473.

Next section.
COc1cc2nc(C3CCC3)n(NC(=O)c3ccco3)c(=O)c2cc1OC was read as SRC1 TRFRET art 1630 and SRC3 TRFRET art 1529.
`COc1cccc(NC(=O)N2CCN(S(C)(=O)=O)CC2)c1` gave SRC1 TRFRET art 1905 and SRC3 TRFRET art 1590.
Cc1nn(CC(=O)NC(C)C)c(C)c1[N+](=O)[O-] was read as SRC1 TRFRET art 1607 and SRC3 TRFRET art 1345.
Screening O=C(c1ccc(Cl)cc1)[C@@H]1[C@@H]2C(=O)N(c3cccc4ccccc34)C(=O)[C@@H]2C2c3ccccc3C=NN21 (stereo partly specified) returned SRC1 TRFRET art 2087 and SRC3 TRFRET art 1718.
For COc1ccc(OC)c(C2=C/C(=C/c3ccccn3)C(=O)O2)c1 the results were SRC1 TRFRET art 1589 and SRC3 TRFRET art 1734.
Screening O=C(CN(c1ccccn1)S(=O)(=O)c1ccc(F)cc1)Nc1ccc(F)cc1F returned SRC1 TRFRET art 1542 and SRC3 TRFRET art 1360.
Screening Cc1nn(C)c(C(=O)N2CCN(C(=O)c3ccco3)CC2)c1[N+](=O)[O-] returned SRC1 TRFRET art 1917 and SRC3 TRFRET art 1577.
`COc1ccc(-c2cc3nc4c(c(N5CCC6(CC5)OCCO6)n3n2)CCC4)cc1` gave SRC1 TRFRET art 1848 and SRC3 TRFRET art 1710.
Screening Cc1nc2cc(C(=O)OCC(=O)Nc3cccc(Cl)c3)ccc2n1-c1ccccc1 returned SRC1 TRFRET art 2030 and SRC3 TRFRET art 1746.
COc1ccc(CN=Nc2cc(C)nc(NS(=O)(=O)c3ccccc3Cl)n2)cc1 was read as SRC1 TRFRET art 1839 and SRC3 TRFRET art 1573.
CC1(C)CC(=O)C2=C(C1)OC(c1cccs1)C(C#N)=C2N (stereo unspecified) was read as SRC1 TRFRET art 1995 and SRC3 TRFRET art 1491.
`O=C(O)C1CC(O)CN1C(=S)Nc1ccccc1` (stereo unspecified) gave SRC1 TRFRET art 1679 and SRC3 TRFRET art 1565.
Cc1cc(C)c(C#N)c(SCC(=O)c2ccccc2)n1 was read as SRC1 TRFRET art 1539 and SRC3 TRFRET art 1552.
For CCN(CCO)Cc1csc2ccccc12 the results were SRC1 TRFRET art 1938 and SRC3 TRFRET art 1628.
CCC(=O)NC(c1cccs1)c1cc([N+](=O)[O-])c2cccnc2c1O (stereo unspecified) was read as SRC1 TRFRET art 1653 and SRC3 TRFRET art 1555.
Screening COc1cccc(N2CCN(C(=O)c3cccnc3)CC2)c1 returned SRC1 TRFRET art 1535 and SRC3 TRFRET art 1403.
Screening CCOC(=O)C1(CCc2ccccc2)CCN(Cc2cnc(N(C)C)s2)CC1 returned SRC1 TRFRET art 1620 and SRC3 TRFRET art 1379.
Cc1ccc2cc(CN(CC3CCCO3)C(=O)NC3CCCCC3)c(=O)[nH]c2c1C (stereo unspecified) was read as SRC1 TRFRET art 1852 and SRC3 TRFRET art 1545.
Cc1cc(C)c2c(=O)n(-c3ccccc3)[nH]c2n1 was read as SRC1 TRFRET art 1859 and SRC3 TRFRET art 1574.
`CCOc1ccc(CN(C)CC(=O)Nc2cccc(S(=O)(=O)N(C)c3ccccc3)c2)cc1` gave SRC1 TRFRET art 1700 and SRC3 TRFRET art 1494.
`C/C(=N/NC(=O)c1sc(NS(=O)(=O)c2ccc(C)cc2)nc1C)c1sc(N)nc1C` gave SRC1 TRFRET art 1509 and SRC3 TRFRET art 1487.
Screening CCOc1ccccc1/C=N/NC(=O)c1cccc(S(=O)(=O)N2CCOCC2)c1 returned SRC1 TRFRET art 1846 and SRC3 TRFRET art 1507.
For O=C(NN1C(=O)C2C3C=CC(O3)C2C1=O)c1cccc(Br)c1 (stereo unspecified) the results were SRC1 TRFRET art 1572 and SRC3 TRFRET art 1549.
